Bioassay records (PubChem BioAssay)
ATXN viability – viability counter-screen for ATXN expression inhibitors | 400,000 compounds, 0.49% hits | S2 cells (HEK-293 line with an ATXN2-luciferase reporter) viability, CellTiter-Fluor protease fluorescence, 24 h | AID 651635 | Potency, µM (titrated, usually from 56.7 µM), most hits filed as cytotoxic; note: potency is the fitted concentration of half-maximal effect; nearly all actives have a fitted effect of over 40% in size
TGFb inhibitor – TGF-b pathway inhibition; Potency, µM (top dose mostly 46.1 µM), inactives show top-dose activity, negative = inhibition, usual class: inhibitors; HepG2 CAGA-GFP TGF-b/SMAD3 reporter, GFP fluorescence, 18 h; TGF-beta stimulated, 500 pg/mL final; 410,000 compounds, 1.2% hits; note: potency is the fitted concentration of half-maximal effect; % is set by controls: 0 for no effect and ±100 for the full control effect; nearly all actives have a fitted effect of over 65% in size
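First, reporter cells (HEPG2 CAGA-GFP) rested 2 h at 37 degrees C. Next, compounds were pinned in and TGF-beta added to 500 pg/mL final. After 18 h, GFP was imaged per cell and summed per well.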
CCT modulator – changes cytosolic chaperonin activity; purified chaperonin ATPase assay, HTRF ADP detection, 30 min; activity change, % (test concentration not listed), hits read low; 360,000 compounds, 0.3% hits; AID 651819; in the data active = activity change below about -30%; note: % is set by controls: 0 for no effect and ±100 for the full control effect
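Nucleotide hydrolysis assay: TRiC at 20–40 nM final (set by batch activity) with 10 uM ATP, 30 min at 37 °C, in presence of 76 uM compound. Detection by competitive ADP HTRF, 30 min ambient.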
HepG2 tox – HepG2 cytotoxicity, counter-screen for TGF-b inhibitors; HepG2 CAGA-GFP viability, ATP luminescence, 18 h; Potency, µM (highest dose often 46.1 µM), without a hit: at the top dose activity change, negative = cytotoxicity, hits mostly cytotoxic; 410,000 compounds, 0.76% hits; AID 588856; note: potency is the fitted concentration of half-maximal effect; some results filed as inactive show a strong effect at the top dose
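CellTiter-Glo luminescence gave cytotoxicity after 18 hours at 37 degrees C. The cells were HepG2 CAGA-GFP in 1% FBS DMEM, stimulated with 500 pg/mL TGF-beta after compound addition. %Activity was normalised to no-cell wells (complete cell-killing) and DMSO (no toxicity), and curves were fitted and classified.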
MmCpn inh – M. maripaludis TRiC chaperonin inhibition. purified Mm-Cpn ATPase, ADP Transcreener TR-FRET. Potency, µM (series often up to 76.9 µM), without a hit: at the highest dose activity, negative = inhibition, hits mostly inhibitors. 330,000 compounds, 0.031% hits. AID 504842; note: potency is the fitted concentration of half-maximal effect; % is set by controls: 0 for no effect and ±100 for the full control effect; nearly all actives have a fitted effect of over 80% in size
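Compound-treated chaperonin, 25 nM final, turns over 10 uM ATP at 37°C for 30 min following a 10 min preincubation; ADP generated competes with ADP-d2 for Eu-cryptate antibody, lowering FRET.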
Nrf2 activator – activators of Nrf2 (ARE) signaling; 410,000 compounds, 0.31% hits; AREc32 ARE-luciferase reporter (MCF7-derived line), luminescence, 24 h; Potency, µM (top dose mostly 46.1 µM), for the others: top-dose activation, hits mostly activators; note: potency is the fitted concentration of half-maximal effect; % of control where 0% means no effect; nearly all actives have a fitted effect of over 65% in size
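For detection, Steady-Glo was added and plates sat 30 min at RT; before that, AREc32_Fluc cells grown overnight in OPTI-MEM/5% FBS had been treated with 23 nL compound for 24 hr at 37 deg C.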
Nrf2 inh – inhibitors of Nrf2 signaling; 360,000 compounds, 2.1% hits; Potency, µM (titrated, usually from 46 µM), for the others: top-dose activity change, negative = inhibition, hits mostly inhibitors; A549 ARE-Fluc reporter, luciferase luminescence, 18-24 h; note: potency is the fitted concentration of half-maximal effect; % is set by controls: 0 for no effect and ±100 for the full control effect; nearly all actives have a fitted effect of over 60% in size
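Two sequential reads on A549 ARE_Fluc cells exposed to compound for 18-24 h: a CellTiter-Fluor fluorescence read for viability, then a luciferase luminescence read for Nrf2/ARE activity.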
Akt phos inh – inhibitors of Akt phosphorylation | Neuro2A IGF-stimulated pAkt S473 HTRF, 20 min; active compounds read low | AID 651550 | 360,000 compounds, 0.32% hits | activity change, % for hits at 50 µM; in the data active = activity change below about -80%; inconclusive = mostly about -51% to -80%; note: % is set by controls: 0 for no effect and ±100 for the full control effect
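Neuro2A cells (4,500/well, DMEM with 0.5% FBS) were treated with compound at a single 50 µM final concentration, stimulated with 6 nM IGF for 20 min at 37 °C, and lysed. Phospho-Akt Ser473 was read by HTRF as 665/615 ratio ×10^4.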
A549 viability – counter-screen for Nrf2 inhibitors: cytotoxicity in A549 cells | A549 ARE-Fluc cells, CellTiter-Fluor viability, 18-24 h | Potency, µM (titrated, usually from 46 µM), inactives show at the top dose activity change, negative = cytotoxicity, most hits filed as inhibitors | 390,000 compounds, 0.16% hits | AID 504648; note: potency is the fitted concentration of half-maximal effect; % is set by controls: 0 for no effect and ±100 for the full control effect
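A549 ARE_Fluc cells in 5% FBS OPTI-MEM were exposed to compounds in concentration-response for 18-24 h at 37 deg C. Viability was read by CellTiter-Fluor fluorescence (Ex 405/Em 525) after 30 min, before the luciferase read.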
Starred values were filed as active, the others as inactive; i = inactive; ? = inconclusive; nt = no result given; [ ] = another dose, or the depositor's remark. Unless noted, calls come from the whole dose curve; as a rule, active = well fitted curve in the direction sought with a large enough effect; inconclusive = small, poorly fitted or top-dose-only effect, or another doubt; inactive = no such curve, though single readings can be large; an effect the other way counts as inactive or inconclusive.

SMILES	ATXN viability	TGFb inhibitor	CCT modulator	HepG2 tox	MmCpn inh	Nrf2 activator	Nrf2 inh	Akt phos inh	A549 viability
CNS(=O)(=O)c1ccc(NC(=O)C2c3ccccc3Oc3ccccc32)cc1	?	0%	-6.2	-5%	-1%	6.7%	-2%	i	-7%
Cc1ccc2onc(CC(=O)O)c2c1	i	-2%	0.3	4%	-1%	-0.3%	-2%	i	0%
CCOc1ccccc1NC(=O)CCCn1cc([N+](=O)[O-])cn1	i	9%	1.1	-1%	0%	5.1%	-11%	i	-3%
O=S(=O)(c1ccc(F)cc1)N1CCC2(CC1)OCCN2S(=O)(=O)c1cccs1	i	3%	2.0	-1%	2%	-0.2%	-15%	i	0%
Cc1nn(-c2ccccc2)c(OC(=O)C(C)C)c1Sc1ccccc1	nt	-5%	nt	-10%	nt	-0.2%	7%[9.27 µM]	nt	2%
O=C(OCc1ccc(F)cc1)c1cccnc1Cl	?	0%	-2.4	2%	2%	-0.3%	4%	i	-2%
COc1ccc(/C(N)=N/OC(=O)CN(C)S(=O)(=O)c2ccccc2)cc1	?	17%	-2.1	3%	?	0.7%	-1%	i	-1%
CCOC(=O)C(NC(=O)Nc1ccc(Cl)cn1)(Oc1ccc(F)cc1)C(F)(F)F (stereo unspecified)	i	-2%	-0.9	-32%	-1%	21%	-3%	i	-1%
CCc1nnc(NC(=O)CSc2nnc(-c3ccco3)o2)s1	i	-2%	-7.6	10%	2%	8.3%	-3%	i	4%
COc1cc(C(=O)Oc2cc(N)n(S(=O)(=O)c3ccc(F)cc3)n2)cc(OC)c1OC	i	?	1.8	-26%	-13%	-0.4%	-20%	i	-3%
CC1(C)CC(=O)C(C=Nc2ccc(N)cc2)=C(O)C1	?	-6%	0.6	-7%	-6%	4.2%	?	i	-17%
CCN(CC)Cc1c(O)ccc2c(=O)c(-c3ccc(Cl)cc3)coc12	i	-14%	0.8	-35%	-1%	3.0%	8%	i	13%
COc1ccc(/C=N/OCC(=O)Nc2cc(C)on2)cc1OC	?	0%	0.1	20%	0%	0.3%	1%	i	-3%
Cc1ccc(C2(c3ccc(C)cc3)CC2C(=O)Nc2ccc([N+](=O)[O-])cc2O)cc1 (stereo unspecified)	nt	4µM*	-0.2	11µM*	1%	-1.0%	?	i	?
O=C(NCC(O)c1ccc([N+](=O)[O-])cc1)C(c1ccccc1)c1ccccc1 (stereo unspecified)	i	-8%	-3.1	1%	-13%	3.4%	-20%	i	2%
CCN(CC(=O)NCc1ccc(F)cc1)C(=O)CN1CCN(c2cc(Cl)ccc2C)CC1	?	-25%	-0.5	-28%	-1%	2.6%	-24%	i	-9%
CC(=O)c1cccc(NC(=O)CCC2CCCC2)c1	i	18%	-2.4	-20%	-1%	3.6%	-6%	i	-16%
CCCCn1nc2cc(C(=O)NCCCCc3ccccc3)ccc2c1OCC	?	-22%	-2.3	-14%	-1%	-0.5%	7%	i	0%
CCC(=O)N1c2ccc(C)cc2C2=NNC(=S)NC21O (stereo unspecified)	?	14%	-1.5	-1%	-1%	0.4%	-21%	i	-1%
Cc1oc(-c2cccc(Cl)c2)nc1CN1CCC(C(=O)NCc2cccnc2)CC1	i	0%	-2.7	-24%	0%	-0.6%	-8%	i	2%
COc1ccc(/C=N/NC(=O)c2ccccc2O)cc1CSc1ccccn1	i	-29%	2.6	-4%	-1%	4.9%	?	i	-18%
O=C(C[C@H]1C[C@H](C(=O)N2CCCCC2)[C@@]2(CCc3ccccc3)c3[nH]c4ccc(Cl)cc4c3CCN2C1=O)NCCC1=CCCCC1	i	3%	-2.9	1%	1%	0.6%	1%	i	2%
O=C(CCSc1nnc(-c2ccncc2)o1)Nc1cccc(Cl)c1	i	36%[activator]	-1.7	9%	1%	3.1%	21µM*	i	-4%
FC(F)(F)c1cc(-c2ccc3c(c2)OCO3)nc(NCc2ccco2)n1	i	-9%	-1.4	-38%	-2%	12%	-12%	i	-11%
CSCCOC(=O)C1=C(C)Nc2ccc(C)cc2S1	i	-19%	-3.4	-27%	-1%	3.3%	12%	i	0%
O=C(COC(=O)c1ccccc1Nc1ccc(SC(F)F)cc1)NCc1ccco1	i	-14%	-3.4	-25%	-1%	3.0%	?	i	9%
Cc1ccc(S(=O)(=O)NCCSc2nnnn2C)cc1	i	-4%	-1.2	-1%	0%	0.2%	12%	i	-6%
CC(=O)c1ccccc1NC(=O)CN1C(=O)CS/C1=C\c1nc(-c2ccc(C)cc2)cs1	?	-28%	-1.9	-8%	1%	3.3%	?	i	-5%
O=C(NCc1cccc(CNC(=O)C(=O)NCc2ccco2)c1)C(=O)NCc1ccco1	i	0%	-0.6	3%	1%	1.1%	12%	i	5%
COC(=O)CSC1=C(C#N)C(c2ccc3c(c2)OCO3)C2=C(CCCC2=O)N1 (stereo unspecified)	i	7%	-3.8	-15%	-3%	1.1%	17%	i	2%
CC(=O)c1sc(NCCOc2ccc(C)cc2)nc1C	i	-6%	-0.7	-26%	1%	7.1%	13%	i	?
Cc1c(N=c2scc(-c3ccccc3)n2C)c(=O)n(-c2ccccc2)n1C	i	-2%	0.9	-12%	1%	0.8%	-12%	i	7%
CCOc1ccccc1NC(=O)CSc1nc(=O)n(Cc2ccncc2)c2c1CCC2	i	-20%	-0.1	-28%	0%	2.3%	-18%	i	-3%
CCOc1ccc(C2C(C(=O)c3ccco3)=C(O)C(=O)N2CCCn2ccnc2)cc1 (stereo unspecified)	i	-4%	-0.9	-17%	-2%	-0.5%	10%	i	-10%
O=C(CSc1nnc2ccccn12)NNC(=O)c1ccc(Br)cc1	i	-2%	-1.3	-4%	2%	-0.8%	-15%	i	5%
N/C(=N\OC(=O)N1c2ccccc2Sc2ccccc21)c1ccccc1	i	1%	-5.0	-30%	-4%	0.0%	-7%	i	2%
O=C(CSc1ncnc2c(-c3ccc(Cl)cc3)nsc12)c1ccccc1	i	-5%	-3.2	0%	-4%	6.8%	?	i	13%
O=C(COc1ccccc1Br)N1CCNC1=O	i	6%	0.6	2%	2%	-0.7%	21%	i	1%
COc1ccc(OC)c(S(=O)(=O)Nc2ccc(C(N)=O)cc2)c1	i	0%	-2.0	-4%	0%	0.3%	-4%	i	13%
COc1cc2cnc(-c3ccsc3)c(-c3ccc(F)cc3)c2cc1OC	i	-48%	-3.2	-1%	-3%	4.4%	-20%	i	0%
CC1(C)Cc2c(c(N3CCCC3)nc3sc4c(N5CCNCC5)ncnc4c23)CO1	i	9%	0.0	6%	-5%	2.8%	-16%	i	0%
O=C(Nc1ccc2c(c1)CCCN2C(=O)c1cccs1)c1cccc(C(F)(F)F)c1	35µM*	-7%	nt	-10%	nt	-0.5%	nt	nt	-6%
COc1ccc2c(CN3CCN(c4ccccc4F)CC3)cc(=O)oc2c1	i	?	0.0	-12%	nt	-0.6%	nt	i	nt
COc1ccc(-c2cccc(NC(=O)COc3ccc(Cl)cc3)c2)nn1	?	-17%	0.3	-8%	0%	-0.2%	-21%	i	0%
Cc1ccc(CNC(=O)C2CCCN(S(=O)(=O)c3cn(C)cn3)C2)cc1 (stereo unspecified)	nt	-4%	nt	-2%	nt	0.0%	nt	nt	-2%
Cc1cc(=O)oc2cc(OCC(=O)N3CC(C)OC(C)C3)ccc12 (stereo unspecified)	i	-1%	0.0	0%	-4%	-0.5%	nt	i	7%
O=C(NCc1ccc(F)cc1)c1ccc(NC(=O)N2CC3CCCN3c3ccccc32)cc1 (stereo unspecified)	?	-26%	nt	-8%	nt	2.8%	-23%	nt	3%
CCCCC(=O)NC(=S)NNC(=O)CC#N	i	7%	-1.8	10%	2%	-1.1%	7%	i	13%
CCc1ccccc1NC(=O)Nc1cccn(Cc2ccccc2F)c1=O	?	-8%	-1.6	-29%	4%	12%	?	i	-6%
CC1CCCN(C(=O)c2ccc(-c3ccccc3Cl)o2)C1 (stereo unspecified)	i	-21%	-1.3	-15%	-3%	4.3%	?	i	2%
c1ccc(COc2cccc(CNn3cnnc3)c2)cc1	i	-16%	-0.1	-11%	-1%	0.2%	0%	i	10%
CCCCC(C(=O)O)C(C)CC(=O)NNC(=O)c1ccco1 (stereo unspecified)	i	-21%	-9.4	4%	1%	-0.8%	-15%	i	1%
O=C(CN1C(=O)CC(c2ccc(F)cc2)=Nc2ccccc21)NCc1ccccc1Cl	i	?	nt	-61%	nt	0.6%	-25%	nt	-12%
O=[N+]([O-])c1ccc2c(c1)oc1ccccc12	i	-3%	-1.0	-22%	-2%	0.5%	-4%	i	-3%
CCS(=O)(=O)N1CCC(C(=O)Oc2ccccc2Cl)CC1	i	0%	-1.8	-22%	2%	-0.5%	1%	i	3%
O=S(=O)(c1ccc2c(c1)nc1n2CCC1)N1CCOCC1	i	-6%	-2.0	3%	-1%	-0.3%	2%	i	nt
Cc1ccc(NC(=O)c2ccccc2NC(=O)CCC(=O)O)cc1	i	3%	-2.2	11%	2%	-0.3%[9.22 µM]	?	i	-2%
CCCCn1cc2c(c1-c1ccc(Br)cc1)c(=O)n(C)c(=O)n2C	i	?	nt	-15%	nt	3.6%	?	nt	-11%

Retrieved by structure from the list above (3):
SMILES	ATXN viability	TGFb inhibitor	CCT modulator	HepG2 tox	MmCpn inh	Nrf2 activator	Nrf2 inh	Akt phos inh	A549 viability
CCCCC(=O)NC(=S)NNC(=O)CC#N	i	7%	-1.8	10%	2%	-1.1%	7%	i	13%
Cc1cc(=O)oc2cc(OCC(=O)N3CC(C)OC(C)C3)ccc12 (stereo unspecified)	i	-1%	0.0	0%	-4%	-0.5%	nt	i	7%
O=S(=O)(c1ccc2c(c1)nc1n2CCC1)N1CCOCC1	i	-6%	-2.0	3%	-1%	-0.3%	2%	i	nt
